Bioassay records (PubChem BioAssay)
RECQ1 inh: qHTS Assay for Inhibitors of RecQ-Like Dna Helicase 1 (RECQ1). 240,000 tested, 0.54% active. Potency, µM (highest dose often 57.3 µM), without a hit: top-dose activity, negative = inhibition, hits mostly inhibitors. RECQ1 DNA unwinding, red fluorescence kinetic read;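 also: plate controls were vehicle for no effect and no enzyme for full effect; nearly all actives have a fitted effect of over 30% in size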
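RECQ1T1 50 nM; forked duplex (20 bp + 30-nt ss tails) 200 nM, ATP 2 mM final; pH 8.0, 2 mM MgCl2, 2.5 ug/ml poly(dI-dC); 15 min compound preincubation; discontinuous kinetic read over 2 h at RT.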
KinaseGlo FLuc: Counterscreen for Luciferase (Kinase-Glo TM) Inhibition | Luciferin 4-monooxygenase (Photuris pensylvanica), Q27757 | Kinase-Glo luciferase, ATP luminescence, 8 min | Potency, µM (series often up to 38.3 µM), inactives show top-dose activity change, negative = inhibition, usual class: inhibitors | 200,000 tested, 0.28% active | AID 1379, 2008; also: % is scaled to controls: 0 for no effect and ±100 for the full control effect; nearly all actives have a fitted effect of over 60% in size
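Light output from Kinase-Glo luciferase with luciferin and 10 uM ATP in 50 mM imidazole pH 7.2, KCl, MgCl2, Tween 20, BSA; compound pin-delivered, 8-min ambient incubation, then luminescence read.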
NPSR antagonist: qHTS Assay for Antagonists of the Neuropeptide S Receptor: cAMP Signal Transduction; CHO-NPSR cells, cAMP TR-FRET, antagonist mode; 220,000 tested, 1% active; Potency, µM (doses to about 38.3 µM), without a hit: at the top dose activity change, negative = inhibition, usual class: inhibitors; AID 1461, 2008; also: % is scaled to controls: 0 for no effect and ±100 for the full control effect; nearly all actives have a fitted effect of over 50% in size; many of its hits are not listed in these tables
Target sequence (Q6W5P4 whole entry, looked up): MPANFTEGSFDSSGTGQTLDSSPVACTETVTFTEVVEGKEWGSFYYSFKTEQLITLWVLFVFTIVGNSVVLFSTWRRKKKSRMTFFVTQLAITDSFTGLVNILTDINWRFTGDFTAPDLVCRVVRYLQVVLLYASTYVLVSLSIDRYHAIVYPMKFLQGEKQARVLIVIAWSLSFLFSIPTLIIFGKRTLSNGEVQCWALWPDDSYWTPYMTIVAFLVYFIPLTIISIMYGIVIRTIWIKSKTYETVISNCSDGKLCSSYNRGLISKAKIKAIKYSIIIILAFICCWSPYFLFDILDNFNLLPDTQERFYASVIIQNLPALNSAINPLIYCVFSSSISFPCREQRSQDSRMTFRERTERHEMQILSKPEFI
RGS12 GoLoco inh: qHTS Assay for Inhibitors of RGS12 GoLoco Motif Activity (Red Fluorophore); AID 880, 2007; Potency, µM (titrated, usually from 61.6 µM), without a hit: at the highest dose activity, negative = inhibition, actives largely listed as inhibitors; 230,000 tested, 0.44% active; Gai1:RGS12 GoLoco peptide FP, rhodamine, 10 min; active = well fitted inhibition curve with a large enough effect, not every such curve was filed as active; inactive = no such curve, though single readings can be large or run the other way; also: % is scaled to controls: 0 for no effect and ±100 for the full control effect; nearly all actives have a fitted effect of over 30% in size; many of its hits are not listed in these tables
Target sequence (P63096 whole entry, looked up): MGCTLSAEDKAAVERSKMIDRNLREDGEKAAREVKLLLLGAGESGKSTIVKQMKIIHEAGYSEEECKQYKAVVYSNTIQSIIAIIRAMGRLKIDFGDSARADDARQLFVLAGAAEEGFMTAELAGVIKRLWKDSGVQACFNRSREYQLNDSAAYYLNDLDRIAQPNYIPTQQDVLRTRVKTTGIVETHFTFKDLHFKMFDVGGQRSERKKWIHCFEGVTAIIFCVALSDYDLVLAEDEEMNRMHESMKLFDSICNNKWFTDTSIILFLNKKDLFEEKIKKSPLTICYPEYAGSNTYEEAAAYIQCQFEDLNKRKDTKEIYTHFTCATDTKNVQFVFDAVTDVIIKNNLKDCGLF
SMN2 splice enh: qHTS Assay for Enhancers of SMN2 Splice Variant Expression; HEK293 SMN2-luciferase splicing reporter, luminescence, 30-36 h; Potency, µM (highest dose often 46.1 µM), for the others: top-dose activity change, positive = activation, actives largely listed as activators; 210,000 tested, 2.8% active; AID 1458, 2008; also: % of control where 0% means no effect; nearly all actives have a fitted effect of over 55% in size
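HEK293 cells carry an SMN2 […]–luciferase reporter in which exon 7 inclusion puts luciferase in frame. Cells were plated 10-12 h before compound addition, then incubated 30-36 h at 37C. ONE-Glo luminescence was read; sodium butyrate at 4.5 mM final served as control.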
Epigenetic reg: Quantitative High-Throughput Screen for Regulators of Epigenetic Control; murine LDR cells, GFP reporter derepression, 30 h; Potency, µM (doses to about 53.9 µM), without a hit: at the top dose GFP activation, actives largely listed as activators; 280,000 tested, 0.2% active; AID 1865, 2009; also: % of control where 0% means no effect; nearly all actives have a fitted effect of over 60% in size
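Murine LDR cells carrying a silenced, genomically integrated CMV-driven GFP reporter were exposed to compound for 30 hours at 37 C. After PBS washes, GFP-positive cells (20–120 um objects) were counted by laser-scanning microplate cytometry.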
KDM4E inh: qHTS Assay for Inhibitors of Human Jumonji Domain Containing 2E (JMJD2E); Lysine-specific demethylase 4E (Homo sapiens), B2RXH2; JMJD2E catalytic domain, FDH-coupled NADH fluorescence (FDH is formaldehyde dehydrogenase); Potency, µM (highest dose often 57.1 µM), without a hit: at the top dose activity change, negative = inhibition, actives largely listed as inhibitors; 230,000 tested, 1.6% active; AID 2147, 2009; active = well fitted inhibition curve with a large enough effect, not every such curve was filed as active; inconclusive = small, poorly fitted or top-dose-only effect, or another doubt; inactive = no such curve, though single readings can be large or run the other way;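 also: 0% = wells with enzyme and -100% = buffer wells without enzyme; nearly all actives have a fitted effect of over 50% in size; many of its hits are not listed in these tables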
Target sequence (B2RXH2 1-337 limits assumed): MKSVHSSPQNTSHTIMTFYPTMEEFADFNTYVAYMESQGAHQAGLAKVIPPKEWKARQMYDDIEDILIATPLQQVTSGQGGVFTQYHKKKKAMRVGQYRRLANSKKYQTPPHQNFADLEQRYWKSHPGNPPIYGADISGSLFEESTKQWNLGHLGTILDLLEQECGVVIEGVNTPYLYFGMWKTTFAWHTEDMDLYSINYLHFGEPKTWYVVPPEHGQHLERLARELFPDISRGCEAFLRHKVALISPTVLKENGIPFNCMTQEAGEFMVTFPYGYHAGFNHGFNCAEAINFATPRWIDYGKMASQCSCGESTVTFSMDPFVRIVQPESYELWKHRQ
IMPase Li inh: qHTS Assay for Identifying the Cell-Membrane Permeable IMPase Inhibitors: Potentiation with Lithium | AID 1457, 2008 | CHO-M1 cells, IP1 TR-FRET (IP-One), carbachol + lithium | Potency, µM (top dose mostly 59.4 µM), for inactives: at the highest dose activity, negative = IMPase inhibition, usual class: inhibitors | 210,000 tested, 0.35% active;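 also: IP1 builds up when IMPase is blocked and the TR-FRET signal falls; plate controls were basal vehicle for no effect and high inhibitor control for full effect; nearly all actives have a fitted effect of over 50% in size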
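Steps: plate 2000 CHO-M1 cells per well and culture 16–30 h; add compound and lithium; incubate 30 min, 37C; add d2-IP1 tracer and Eu cryptate anti-IP1 antibody in lysis buffer; read after 10 min at room temperature.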
* = called active by the depositor; i = inactive; ? = inconclusive; . = not tested or not shown; [ ] = dose if it differs, or a comment. Unless noted, calls follow the shape of the dose curve; as a rule, active = well fitted curve in the direction sought with a large enough effect; inconclusive = small, poorly fitted or top-dose-only effect, or another doubt; inactive = no such curve, though single readings can be large; an effect the other way counts as inactive or inconclusive. Potency is read from the fitted curve at half-maximal effect. These rows are one share of the data; the hit share may differ from the screen's.

Results follow in this order: RECQ1 inh | KinaseGlo FLuc | NPSR antagonist | RGS12 GoLoco inh | SMN2 splice enh | Epigenetic reg | KDM4E inh | IMPase Li inh
O=C(CCn1c(=O)[nH]c2ccsc2c1=O)N1CCN(c2cccc(Cl)c2)CC1
  -9.9% | 8.4% | -25.4%[46.1 µM] | -2.4% | -12.7% | 0.0% | 0.1% | 14.1%[38.3 µM]
CCc1ccc(/C=C\C(=O)N2CCc3ccccc3C2)cc1
  -7.8% | -5.8% | -27.8%[46.1 µM] | 5.8% | -2.8% | 0.0% | 4.6% | 15.8%[38.3 µM]
O=C(COC(=O)c1ccccn1)NCCCc1ccccc1
  -0.7% | -3.8% | 0.1%[46.1 µM] | -2.9% | 6.7% | 0.0% | -0.2% | -28.3%[38.3 µM]
COc1cccc(-c2csc(N3CCN(C(=O)C4CCCCC4)CC3)n2)c1
  -6.9% | 2.3% | -11.0%[46.1 µM] | -11.6% | 1.3% | -1.2% | -3.5% | 29.5%[38.3 µM]
CC(=O)c1c(C)[nH]c(C(=O)NCc2cccc(Cl)c2)c1C
  i | 0.2% | -9.6% | 18.6% | -7.8% | -0.4% | 1.8% | -5.9%
COc1ccc(CCNC(=O)CSC(=O)c2ccccc2)cc1OC
  -14.9% | -2.0% | -10.9% | -8.2% | 6.7% | -1.5% | 0.6% | 9.7%
O=C1c2ccccc2CCCC12N=NCC2c1cccc2ccccc12 (stereo unspecified)
  -9.2% | -1.8% | -22.2%[46.1 µM] | 6.9% | -29.1% | -1.2% | -0.7% | 37.3%[activator][38.3 µM]
Oc1ccccc1CNCc1ccccc1O
  . | -6.1%[7.66 µM] | . | -0.3%[14.2 µM] | -5.3%[9.22 µM] | . | . | 14.1%
O=C(CN1CCc2ccccc2C1)NCc1ccco1
  15.1% | -3.5% | 12.9%[46.1 µM] | -4.9% | -1.6% | 2.6% | ? | 19.1%[38.3 µM]
CCn1c(SCC(=O)N2CCc3ccccc3C2)nc2sc(C)c(C)c2c1=O
  -7.3% | 5.3% | -34.8% | 49.8%[activator] | 2.3% | 0.0% | -0.4% | 12.1%
CCC(=O)Nc1ccc(C(=O)N/N=C/c2cc(Br)c(OC)cc2OC)cc1
  -4.9% | 3.6% | -12.7% | -1.2% | -17.7% | -0.8% | -17.1% | 2.9%
COc1ccc(C(=O)OCC(=O)c2c(N)n(C)c(=O)n(C)c2=O)cc1OC
  i | -1.0% | -3.9% | 6.4% | -4.9% | -1.8% | -1.9% | ?
O=C(/C=C/c1ccccc1Cl)NC1CCS(=O)(=O)C1 (stereo unspecified)
  -4.9% | -0.6% | -2.6% | 6.2% | . | 0.2% | 2.8% | -0.4%
CCOC(=O)C(NC(C)=O)C(O)c1ccc([N+](=O)[O-])cc1 (stereo unspecified)
  -18.6% | -0.2% | 25.5% | -2.3% | -23.6% | -3.9% | -1.8% | 6.3%
c1ccc(OCCCCn2cnc3ccccc32)cc1
  i | -0.6% | 3.1%[46.1 µM] | 7.6% | -41.3%[inhibitor] | -2.1% | 8.4% | 27.9%[38.3 µM]
N#CNC(=Nc1ccc(Cl)cc1)Oc1ccccc1
  -8.6% | . | -17.6% | 3.1% | . | -0.7% | -19.9% | .
CCn1c(CC(=O)Nc2ccc(C)c(Cl)c2)nnc1SCC(=O)Nc1nc(C)cs1
  -3.4% | -7.0% | -2.6%[46.1 µM] | 1.3% | . | -2.2% | -8.6% | 23.7%[38.3 µM]
CC(Oc1ccc(Br)cc1)C(=O)N1CCC(C(N)=O)CC1 (stereo unspecified)
  3.6% | -0.9% | 7.3% | -6.3% | 3.7% | -0.4% | 13.0% | 1.7%
COc1ccccc1-c1cn[nH]c1-c1ccc(OCc2ccc(F)cc2)cc1O
  -23.0% | . | ? | 3.2% | . | 7.5% | ? | .
CN1C2CCC1CC(NC(=O)CSc1ccc(Cl)cc1)C2 (stereo unspecified)
  2.2% | . | 5.4% | 6.2% | . | 4.3% | 8.1% | .
Cc1onc(-c2ccncc2)c1C(=O)O
  -1.0% | -1.8% | 8.2%[46.1 µM] | 9.3% | -8.3% | -0.7% | 8.9% | -16.9%[38.3 µM]
COc1cc(/C=N/NC(=O)Nc2cccc3nsnc23)cc(OC)c1OC
  -12.2% | 1.5% | -20.9%[46.1 µM] | -5.2% | 0.3% | ? | 31.5%[activator] | 31.3%[activator][38.3 µM]
CC1CC(C)CN(S(=O)(=O)c2ccc(C(=O)Nc3nnc(-c4cccs4)o3)cc2)C1 (stereo unspecified)
  -1.9% | 2.9% | -8.5%[46.1 µM] | 1.2% | -73.9%[inhibitor] | 4.1% | ? | 3.0%[38.3 µM]
CN1C(=O)/C(=C/c2ccc(O)c([N+](=O)[O-])c2)NC1=S
  -2.3% | -2.1% | ? | 5.4% | . | -3.5% | 2.9% | 14.7%
c1ccc(CCCNc2ncnc3nc[nH]c23)cc1
  -0.3% | -1.6% | -2.8% | -1.3% | -13.0% | 7.8% | 0.0% | -2.8%
Cc1cccc(OCc2nnc(SCC(=O)NCCc3ccccc3)o2)c1
  -5.1% | -2.3% | -18.9%[46.1 µM] | 7.2% | -3.5% | 1.7% | -0.5% | 8.4%[38.3 µM]
O=C(Oc1ccc(N2C(=O)CCC2=O)cc1)c1ccccc1Cl
  -1.6% | -7.3% | 1.1% | 1.0% | 0.4% | -1.0% | -5.7% | -4.5%
CC1CCCCC1NC(=O)C1CCN(S(=O)(=O)N2CCCCCC2)CC1 (stereo unspecified)
  -13.9% | -7.0% | -5.4%[46.1 µM] | 4.3% | -13.4% | -1.8% | 6.2% | -1.1%[38.3 µM]
CN1CCN(C(=O)C2CCN(S(=O)(=O)c3ccc4c(c3)oc(=O)n4C)CC2)CC1
  0.5% | 4.5% | 21.1% | -2.3% | 13.4% | -1.0% | -1.3% | 2.1%
C[C@@H](CN1C2=NC[C@H](Cc3ccccc3)N2C[C@H]1Cc1ccc(O)cc1)NC(=O)CCC1CCCCC1
  -5.9% | . | 8.7% | 5.3% | . | -0.2% | 3.5% | 6.5%
Cc1ccc(N/C=C2\CCCCC2=O)nc1
  i | -23.8% | 3.2% | 5.3% | 17.8% | 3.5% | -22.4% | 8.1%
Nc1c(C(=O)O)nnn1Cc1ccccc1
  -8.4% | 3.7% | 1.4%[46.1 µM] | -4.4% | -8.2% | 1.0% | 4.4% | 13.4%[38.3 µM]
O=C(c1ccc(Cl)c(F)c1F)N1CCOCC1
  -6.8% | 4.0% | 0.5%[46.1 µM] | 13.7% | 3.7% | 0.5% | 11.1% | 24.0%[38.3 µM]
COCCCNC(=O)/C(=C\c1cccn1C)NC(=O)c1cccs1
  0.0% | 1.1% | -7.8%[46.1 µM] | 1.3% | 6.6% | 0.0% | -2.7% | -1.6%
S=C(NCc1ccccc1)N1CCN(C2CCCCC2)CC1
  -2.0% | . | 6.9% | 2.7% | . | -0.4% | -6.2% | .
O=C(Nc1cc(Cl)ccc1Cl)C1CC(=O)N(c2ccccc2)C1 (stereo unspecified)
  i | 0.5% | -13.2% | 8.2% | -0.8% | 8.7% | -2.4% | 4.1%
CCOc1ccccc1Nc1nc(N)nc(CSc2nncn2C)n1
  -2.2% | -0.3% | -13.3%[46.1 µM] | 4.2% | -0.1% | -0.8% | -0.1% | -0.9%[38.3 µM]
CCOC(=O)c1nccnc1C(=O)Nc1ccc(C(F)(F)F)cc1
  -18.4% | 1.1% | 3.8% | -0.3% | -5.8% | -1.2% | -1.7% | -3.8%
COc1ccc(/C(N)=N/OC(=O)Oc2ccccc2)cc1
  -3.3% | -0.4% | -13.8%[46.1 µM] | 6.0% | 8.3% | -7.1% | 6.6% | 28.2%[38.3 µM]
N#CC1(C#N)CC(C=O)=C(N)C1(C#N)CC(=O)c1ccc(F)cc1 (stereo unspecified)
  -3.7% | -1.0% | 0.3%[46.1 µM] | 132.0%[activator] | -13.5% | 0.9% | ? | -16.2%[38.3 µM]
Cc1ccc(OCC(=O)Nc2ccc(F)cc2)cc1
  -10.3% | -3.6% | -14.9%[46.1 µM] | 0.0% | 19.0% | -2.0% | 7.0% | 8.2%[38.3 µM]
C/C(=N\NC(=S)NCCc1ccccc1)c1cccc(Br)c1
  i | -1.6% | -59.0% | 1.9% | 11.6% | 0.9% | 1.0% | 9.1%
O=C(CO/N=C/c1ccccc1O)N1CCc2ccccc21
  i | 0.6% | -6.5% | 1.3% | 15.9% | 0.0% | -2.3% | -0.5%
c1ccc(C2=NC(c3ccccc3)N=C(c3ccccc3)N2)cc1
  1.3% | 0.3% | -5.9%[46.1 µM] | 3.8% | -7.3% | -5.9% | -14.8% | -0.5%
CCOC(=O)c1c(/N=C/N(C)C)sc2c1CCC2
  -2.4% | 0.5% | 6.6% | 4.7% | 11.0% | -0.9% | ? | 1.8%
O=C(O)CCNc1ccc2c(c1)OCCO2
  10.3% | 0.4% | -8.0%[46.1 µM] | -10.2% | -34.9%[inhibitor] | 1.0% | 3.8% | 38.9%[activator][38.3 µM]

3 compounds already listed, arranged by their value in SMN2 splice enh, descending:
SMILES,SMN2 splice enh
Cc1cccc(OCc2nnc(SCC(=O)NCCc3ccccc3)o2)c1,-3.5%
Cc1onc(-c2ccncc2)c1C(=O)O,-8.3%
c1ccc(CCCNc2ncnc3nc[nH]c23)cc1,-13.0%
